CaV13 FRET inh = Disruptors of the CACNA1D IQ motif to Ca2+-dependent inactivation inhibitor domain association, primary screening, Förster resonance energy transfer in intact living …; AID 743397; 0.098% of 340,000 active; HEK cells, CFP/YFP FRET ICDI-IQ, plate reader, 10 min; percent FRET-ratio fall versus neutral wells; inhibition, % at 12.3 µM;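 active = mean replicate inhibition of at least 30% and at least 1% of replicates passing that level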;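 note: 0% = median of the neutral control wells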
N-glyco inh = N-linked glycosylation inhibition. D54 ERlucT glycosylation luciferase reporter, 24 h; percent of 100 nM tunicamycin response. reporter increase, % at 12.5 µM. 0.23% of 360,000 active;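 active = mean luciferase reporter signal, scaled so untreated is 0 and the glycosylation-blocking control 100, at or above a set limit in every replicate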;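 note: luciferase carries N-glycosylation sites so blocking glycosylation raises the light; 0% = median of neutral control wells and 100% = median of 100 nM tunicamycin wells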
aDG glyco act = alpha-DG glycosylation activation | Pro5-aDG cells, alpha-DG glycosylation AlphaScreen (IIH6); 0% Pro5, 100% B10-LARGE cell signal | 0.22% of 360,000 active | activation, % at 10 µM;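 active = activation of at least 8% versus controls, or a plate z-score of at least 8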;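 note: Pro5 are CHO cells carrying HIG-tagged alpha-DG that lacks glycosylation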
Vif inh = HIV Vif inhibition | AID 602346 | 0.35% of 340,000 active | HEK293T cells, Vif self-association by quenched fluorescence, imaging, 24 h | inhibition, % at 7.49 µM; in the data active = inhibition above about 50%, passing the limit was not always enough; note: some results filed as inactive read as strong as hits
ABCB6 inh MLPCN = blocks the human ABCB6 transporter; fluorescence ratio to DMSO, % at 10 µM; AID 602162; Q9NP58; 0.19% of 360,000 active; K562-ABCB6 porphyrin accumulation, flow cytometry, 1 h; active compounds read low;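 active = fluorescence ratio to DMSO below 75%, the collection mean minus 3 SD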;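 note: signal is porphyrin accumulated inside mitochondria; 100% equals median channel fluorescence of DMSO control wells; lower ratio means ABCB6 inhibition with less porphyrin fluorescence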
iPSC survival up = increases survival of single human iPS cells. survival enhancement, % at 20 µM. 0.044% of 360,000 active. hiPSC single-cell survival, ATPlite luminescence; 100% = ROCK inhibitor wells, 0% = DMSO. AID 602274; in the data active = survival enhancement above about 18%;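 note: cells exposed to compounds for 16 hours before the ATP read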
Cardio protect = modulators protecting cardiomyocytes from myocardial damage; H9c2 cardiomyocytes, H2O2 injury protection, ATPLite, 2 h; protection from H2O2 cell death, % at 20 µM; 0.63% of 360,000 active; AID 588492;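 active = compounds giving at least 50% protection of heart cells from peroxide-induced death in the single-dose screen, raw or plate-pattern-corrected value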;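 note: 0% = DMSO wells with peroxide and 100% = DMSO wells without peroxide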
m5-HT2A agonist = agonists of mouse serotonin 5-HT2A receptor (HTR2A); 0.66% of 360,000 active; P35363; CHO-K1 mHTR2A beta-arrestin complementation, luminescence; percent of 30 µM serotonin response; AID 624169; activation, % at 7.6 µM;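 active = activation above a run cutoff, the mean activation of all tested compounds plus 3 SD, cut at about 14% in these data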;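 note: 0% = plate median of compound wells and 100% = 30 µM serotonin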
Target sequence (P35363 whole entry, looked up): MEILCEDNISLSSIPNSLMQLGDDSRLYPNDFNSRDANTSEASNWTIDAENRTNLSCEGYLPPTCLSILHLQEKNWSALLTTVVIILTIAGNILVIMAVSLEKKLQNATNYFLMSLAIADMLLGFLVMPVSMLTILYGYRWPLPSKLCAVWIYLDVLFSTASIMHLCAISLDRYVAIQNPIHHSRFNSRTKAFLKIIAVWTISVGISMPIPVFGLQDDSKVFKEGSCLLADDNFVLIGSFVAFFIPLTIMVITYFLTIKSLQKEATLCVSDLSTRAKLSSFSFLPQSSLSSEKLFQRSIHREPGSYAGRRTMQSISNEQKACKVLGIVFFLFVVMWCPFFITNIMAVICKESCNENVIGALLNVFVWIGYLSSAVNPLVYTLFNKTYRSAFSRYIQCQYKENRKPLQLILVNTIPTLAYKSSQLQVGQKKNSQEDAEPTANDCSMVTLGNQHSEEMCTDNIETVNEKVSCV
PDI inh = inhibitors of human protein disulfide isomerase. P07237. PDI insulin aggregation turbidity, A650, 90 min. inhibition, % at 10 µM. 0.052% of 350,000 active. AID 588391;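 active = mean inhibition across replicates of 30% or more, whatever share of single replicates reach that level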;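 note: absorbance from insulin aggregation driven by PDI reduction with DTT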
Target sequence (P07237 whole entry, looked up): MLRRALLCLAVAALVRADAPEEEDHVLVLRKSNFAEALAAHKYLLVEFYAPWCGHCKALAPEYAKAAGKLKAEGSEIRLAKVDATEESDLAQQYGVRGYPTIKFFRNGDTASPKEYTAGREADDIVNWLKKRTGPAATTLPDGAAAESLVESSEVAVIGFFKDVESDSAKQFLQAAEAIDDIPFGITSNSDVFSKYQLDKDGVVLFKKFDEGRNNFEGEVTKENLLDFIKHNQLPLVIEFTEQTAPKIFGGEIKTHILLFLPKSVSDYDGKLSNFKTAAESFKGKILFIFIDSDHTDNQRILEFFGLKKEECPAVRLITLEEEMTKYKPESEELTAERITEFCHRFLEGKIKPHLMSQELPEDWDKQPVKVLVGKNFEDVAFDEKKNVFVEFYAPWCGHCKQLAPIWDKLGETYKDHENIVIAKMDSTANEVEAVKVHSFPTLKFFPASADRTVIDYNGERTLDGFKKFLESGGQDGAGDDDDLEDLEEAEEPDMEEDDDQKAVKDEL
Exocytosis inh = blocks lytic granule exocytosis. inhibition, % at 10 µM. TALL-104 LAMP-1 surface exposure, flow cytometry; cells stimulated with thapsigargin and PMA. 0.66% of 360,000 active;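 active = inhibition above about 55%, limit read from the data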
An asterisk follows results filed as active; . = not tested or not shown.

A first look (2 entries):
SMILES	CaV13 FRET inh	N-glyco inh	aDG glyco act	Vif inh	ABCB6 inh MLPCN	iPSC survival up	Cardio protect	m5-HT2A agonist	PDI inh	Exocytosis inh
Cc1cc(OCC(=O)OCC(=O)NCc2cccs2)ccc1Cl	-14	2	-0.1	-13	96	-0.3	3	-2	0	42
COc1cc(/C=N/O)ccc1OCc1ccc([N+](=O)[O-])cc1	-6	-8	0.2	5	92	-1.3	-6	-2	17	4

The whole of this part (from the top)
SMILES	CaV13 FRET inh	N-glyco inh	aDG glyco act	Vif inh	ABCB6 inh MLPCN	iPSC survival up	Cardio protect	m5-HT2A agonist	PDI inh	Exocytosis inh
Cc1cc(OCC(=O)OCC(=O)NCc2cccs2)ccc1Cl	-14	2	-0.1	-13	96	-0.3	3	-2	0	42
COc1cc(/C=N/O)ccc1OCc1ccc([N+](=O)[O-])cc1	-6	-8	0.2	5	92	-1.3	-6	-2	17	4
O=C(COC(=O)Cc1ccc(Br)cc1)NCc1ccccc1	-5	3	-0.1	2	99	-1.8	2	-4	-2	-17
O=C1OC(c2cccs2)Sc2ccccc21 (centres undefined)	-4	-3	-0.2	-7	94	-0.7	-5	-3	.	-1
Cc1ccc(S(=O)(=O)Nc2c(NC3CCCCC3)c3ccccc3oc2=O)cc1	-2	-1	-0.2	6	95	0.2	-5	1	1	23
CCCCc1c(C)nc2ccc(OC)cc2c1SCCC(=O)O	-15	1	0.2	4	99	-0.6	1	1	1	-2
c1ccc(-c2nn3c(-c4ccccc4)nnc3s2)cc1	-4	-2	0.1	-7	95	-0.1	13	1	1	2
C=CCn1cc(C(=O)OC)c(=O)c2cc(S(=O)(=O)N(CC)CC)ccc21	-8	1	0.0	10	86	0.7	-2	-4	3	6

Additional records follow:
SMILES	CaV13 FRET inh	N-glyco inh	aDG glyco act	Vif inh	ABCB6 inh MLPCN	iPSC survival up	Cardio protect	m5-HT2A agonist	PDI inh	Exocytosis inh
Cc1csc(/C(=N/OC(=O)c2ccco2)C(N)=O)n1	-5	0	0.0	0	100	-0.6	10	-1	1	-6
O=C(CSc1nnc(CNC(=O)c2cccs2)o1)Nc1ccc(Br)cc1	-2	1	-0.1	6	106	-0.2	-3	-6	-3	-7
CSc1ccc(/C=C(\NC(=O)c2ccco2)C(=O)N2CCCCC2)cc1	.	-2	0.1	-1	97	0.1	-1	4	8	-5
CCCCCN1C(C)=CC(=C(C#N)C#N)C=C1C	-4	-1	1.9	-3	95	0.2	6	-3	-7	-6
COc1ccc(C(=O)c2ccc(Br)cc2)c(OC)c1OC	-6	-4	0.2	-3	95	-1.3	-2	-3	-2	2
COc1cccc(COC(=O)c2cc(S(=O)(=O)N3CCOCC3)ccc2Cl)c1OC	-6	-2	0.1	11	92	-0.5	-3	1	9	0
CSc1ccccc1NC(=O)CN(c1cc(C)cc(C)c1)S(C)(=O)=O	-5	-2	0.6	-6	102	-0.7	-3	-9	6	2
O=C(NC1CC1)C1CCN(S(=O)(=O)c2ccc(Cl)c([N+](=O)[O-])c2)CC1	-6	0	1.0	4	112	-0.4	4	3	2	1

New compounds follow:
SMILES	CaV13 FRET inh	N-glyco inh	aDG glyco act	Vif inh	ABCB6 inh MLPCN	iPSC survival up	Cardio protect	m5-HT2A agonist	PDI inh	Exocytosis inh
COc1cccc2cc(/C(C)=N/NC(=O)c3ccco3)oc12	-5	3	0.3	0	87	-0.3	-1	-3	-8	-2
CCOC(=O)c1cnc(-c2cccc(OC)c2)[nH]c1=O	-5	2	-0.2	2	100	-1.2	-1	2	5	-2
COc1cc(C(=O)Nc2nc3ccc(S(C)(=O)=O)cc3s2)cc(OC)c1C	-14	-3	-0.1	-2	93	-0.4	-1	3	-2	2
Cc1cc2c(OCC(O)CNC(C)(C)C)cccc2[nH]1 (centres undefined)	.	-2	-0.3	-5	102	0.4	-2	-4	4	6
CCCCNS(=O)(=O)c1cc(-c2nn(C)c(=O)c3ccccc23)ccc1C	-4	-1	0.3	.	93	0.2	-8	7	6	-9
O=C(Nc1cccc(S(=O)(=O)NC2=NCCC2)c1)C1CC(=O)N(c2ccc3c(c2)OCCO3)C1 (centres undefined)	-2	-2	0.3	-3	473	-0.5	-1	11	0	-3
Cc1nc(Cn2c3ccc(NC(=S)NC4CCCCC4)cc3c(=O)n2C)cs1	-3	0	0.1	3	101	-1.5	-14	6	-4	-5
Cc1ccc(C)c(OCCC(=O)OCC(=O)Nc2ccc(N3CCOCC3)cc2)c1	-4	0	0.5	-3	100	-0.2	-3	-1	1	-5

Carrying on:
SMILES	CaV13 FRET inh	N-glyco inh	aDG glyco act	Vif inh	ABCB6 inh MLPCN	iPSC survival up	Cardio protect	m5-HT2A agonist	PDI inh	Exocytosis inh
Cc1ccc(C(=O)CNc2ccc(C)cc2C)cc1	-18	-2	-0.1	-1	99	-0.1	-11	-1	7	-5
CCN(CC)c1ccc(S(=O)(=O)N2CCOCC2)cc1NC(=O)COC(=O)COc1ccccc1C	.	0	-0.4	0	92	0.2	2	6	-8	-5
CCOc1ccc(N2CC(C(=O)NCc3cccc(C)c3)CC2=O)cc1 (centres undefined)	.	0	0.1	10	94	2.2	0	-2	-19	1
COc1ccc(NC(=O)COc2coc(CN3CCCc4ccccc43)cc2=O)cc1	-2	0	-0.2	14	102	-0.4	-9	7	1	2
CC(C)OC(=O)CCC(=O)Nc1nc2ccccc2s1	-7	4	0.1	1	103	0.3	-1	0	1	0
Cn1ccnc1SCc1ccc([N+](=O)[O-])cc1	-8	3	-0.3	19	108	-1.7	3	6	6	3
COC(=O)[C@@]12C[C@@H](CC(=O)NCC3CCCCC3)C(=O)N(Cc3ccc4c(c3)OCO4)C1=CCC(C)(C)C2	-9	.	-0.2	.	.	.	.	-3	.	5
Nc1ncnc2c1ncn2[C@@H]1O[C@H](CNCc2ccccc2OCc2ccc(Cl)cc2Cl)[C@@H](O)[C@H]1O	-6	-1	0.0	-1	100	-0.9	-1	-7	2	0

Fetched by structure from the list above, five records:
SMILES	CaV13 FRET inh	N-glyco inh	aDG glyco act	Vif inh	ABCB6 inh MLPCN	iPSC survival up	Cardio protect	m5-HT2A agonist	PDI inh	Exocytosis inh
CCOc1ccc(N2CC(C(=O)NCc3cccc(C)c3)CC2=O)cc1 (centres undefined)	.	0	0.1	10	94	2.2	0	-2	-19	1
COC(=O)[C@@]12C[C@@H](CC(=O)NCC3CCCCC3)C(=O)N(Cc3ccc4c(c3)OCO4)C1=CCC(C)(C)C2	-9	.	-0.2	.	.	.	.	-3	.	5
CCN(CC)c1ccc(S(=O)(=O)N2CCOCC2)cc1NC(=O)COC(=O)COc1ccccc1C	.	0	-0.4	0	92	0.2	2	6	-8	-5
Nc1ncnc2c1ncn2[C@@H]1O[C@H](CNCc2ccccc2OCc2ccc(Cl)cc2Cl)[C@@H](O)[C@H]1O	-6	-1	0.0	-1	100	-0.9	-1	-7	2	0
COc1ccc(NC(=O)COc2coc(CN3CCCc4ccccc43)cc2=O)cc1	-2	0	-0.2	14	102	-0.4	-9	7	1	2

(more compounds)
SMILES	CaV13 FRET inh	N-glyco inh	aDG glyco act	Vif inh	ABCB6 inh MLPCN	iPSC survival up	Cardio protect	m5-HT2A agonist	PDI inh	Exocytosis inh
COC(=O)c1cc(OC)c(OC)cc1NCC(=O)Nc1ccc(OC)c(OC)c1	-6	0	-0.2	2	93	1.6	14	1	-1	-1
CCOC(=O)C1(CC2CC2)CCN(Cc2cnc(N(C)C)s2)CC1	-5	-2	-0.1	-4	98	0.2	-8	-3	-12	2
C=CCc1cc(C)ccc1OCCOCCn1ccnc1	-5	1	0.5	2	94	-1.9	-3	-5	13	3
COc1cccc(N2CCN(c3ccc4nnc(CCC(=O)Nc5ccccn5)n4n3)CC2)c1	-13	4	-0.1	-7	96	0.1	31	-6	-2	-9
CC(C)(C)c1ccc(C(=O)CS(=O)(=O)c2ccccc2)cc1	-5	-10	0.1	-5	116	0.9	-24	0	-5	-1
CCn1c(-c2cccc(Cl)c2)n[nH]c1=S	.	-2	0.0	-5	94	-1.2	-3	-1	-5	0
CCCCC[C@@H]1C=C(C(=O)O)[C@H](c2ccc(F)cc2)N1S(=O)(=O)c1ccc(C)cc1	-9	0	-0.1	.	104	3.4	27	11	-1	11
C/C(=N\NC(=O)COc1ccc(C#N)cc1)c1ccc(N2CCOCC2)cc1	-4	1	-0.1	-1	104	-0.3	0	-4	7	-7

Remaining list, next part
SMILES	CaV13 FRET inh	N-glyco inh	aDG glyco act	Vif inh	ABCB6 inh MLPCN	iPSC survival up	Cardio protect	m5-HT2A agonist	PDI inh	Exocytosis inh
COC(c1ccccc1)c1nnc(CCC(=O)N(C)Cc2cccc(-n3cccn3)c2)o1 (centres undefined)	-5	-1	0.0	-4	94	0.7	-1	-1	1	0
CCOc1ccc(N(CC(=O)NC2CCCC2)C(=O)CCCC(=O)Nc2ccccn2)cc1	-4	-1	0.1	.	100	1.6	-6	1	7	0
Cc1ccc(NC(=O)c2ccc(=O)[nH]n2)cc1S(=O)(=O)Nc1ccc(SC(F)F)cc1	-6	-4	0.1	-8	102	-2.8	-19	-5	7	33
COc1ccc(C2CC(c3ccccc3)=NN2C(=O)COC(=O)COc2ccccc2)cc1 (centres undefined)	1	-1	0.8	-5	93	-0.2	-9	-1	7	1
CC1(C)Cc2c(sc(/N=C/N3CCCCC3)c2C#N)C(C)(C)N1	-7	-3	-0.1	4	103	3.2	10	4	1	-1
CCOC(=O)C1CCN(C(=O)Cc2ccc(C)cc2)CC1	-5	1	0.3	9	86	-1.2	2	-1	7	3
CC(=O)c1ccc(N2CCN(CC(=O)NCc3ccccc3)CC2)cc1	-4	2	0.0	0	92	0.4	-1	-3	2	2
CCOc1ccc(NC(=O)NC2CCOC(C)(C)C2)cc1 (centres undefined)	-6	-1	0.0	-22	111	2.5	2	-3	-9	-2

The results go on:
SMILES	CaV13 FRET inh	N-glyco inh	aDG glyco act	Vif inh	ABCB6 inh MLPCN	iPSC survival up	Cardio protect	m5-HT2A agonist	PDI inh	Exocytosis inh
CCOC(=O)C1CCN(C(=O)Cn2cccc2C(=O)c2ccccc2)CC1	-4	1	0.3	1	96	1.6	3	-2	-1	0
Cc1ccc(/C([O-])=C(/C(=S)Nc2ccc(SC(F)F)cc2)[n+]2ccccc2)cc1[N+](=O)[O-]	-18	-1	-0.2	-9	104	0.4	-6	2	-3	0
CC1CCCN(CCCOc2ccccc2-c2ccccc2)C1 (centres undefined)	.	6	0.4	7	95	0.0	-11	-7	4	4
Cc1cc(F)ccc1NC(=O)Cn1c(C)csc1=O	-3	0	-0.4	-3	103	0.9	-1	-4	-14	-10
COc1ccccc1CC(=O)NCCc1ccc(S(N)(=O)=O)cc1	-4	-1	2.8	-10	89	-0.6	1	1	-4	-5
Cc1ccc(Nc2ncnc3ccccc23)cc1	-5	-4	0.1	4	96	-1.8	-8	9	5	4
COc1cccc2sc(N(CCCN(C)C)C(=O)c3ccc(S(=O)(=O)N4CCc5ccccc5C4)cc3)nc12	.	0	0.2	.	100	0.0	-22	-4	6	27
CCCc1cc(=O)[nH]c(SCC(=O)c2c(N)n(CC(C)C)c(=O)n(C)c2=O)n1	-14	2	-0.1	-14	104	-0.1	15	-1	-7	-3
COc1ccc(C2SCC(=O)N2c2c(C)n(C)n(-c3ccccc3)c2=O)cc1 (centres undefined)	.	0	-0.1	-7	105	5.2	3	5	7	-4

High-throughput results from PubChem BioAssay.
